Akt phos inh: HTS Assay for Inhibitors of Akt Phophorylation: Primary Screen | activity change, % for hits at 50 µM | Neuro2A IGF-stimulated pAkt S473 HTRF, 20 min; hits give low values | 360,000 tested, 0.32% active | AID 651550, 2012; in the data active means activity change below about -80%; inconclusive means mostly about -51% to -80%; further: on the % scale 0 is the no-effect control and ±100 the full control effect
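Neuro2A cells (4,500/well, DMEM with 0.5% FBS) were treated with compound at a single 50 µM final concentration, stimulated with 6 nM IGF for 20 min at 37 °C, and lysed. Phospho-Akt Ser473 was read by HTRF as 665/615 ratio ×10^4.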
TDP43 rescue: qHTS of TDP-43 Inhibitors; TDP-43 expressing yeast growth rescue, BacTiter-Glo, 24 h; 410,000 tested, 1.8% active; Potency, µM (doses to about 46.1 µM), for the others: top-dose growth rescue (activation), hits mostly activators; further: potency means the concentration at half of the fitted maximal effect; % of control where 0% means no effect; nearly all actives have a fitted effect of over 50% in size
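Readout is BacTiter-Glo luminescence of cell growth, so inhibitors register as activators. TDP-43-expressing yeast at OD600=0.02 in galactose medium, after raffinose pregrowth to mid-log, were incubated with compound for 24 hr at 30 deg C.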
GLP-1R agonist: qHTS of GLP-1 Receptor Agonists. Potency, µM (highest dose often 45.6 µM), for inactives: top-dose activation, most hits filed as activators. HEK293 GLP-1R CRE-luciferase, luminescence, 4-6 h; cells express a hypersensitive GLP-1R form. AID 624172, 2012. 380,000 tested, 0.007% active. Glucagon-like peptide 1 receptor (Homo sapiens), P43220; further: potency means the concentration at half of the fitted maximal effect; % of control where 0% means no effect
Target sequence (P43220 whole entry, looked up): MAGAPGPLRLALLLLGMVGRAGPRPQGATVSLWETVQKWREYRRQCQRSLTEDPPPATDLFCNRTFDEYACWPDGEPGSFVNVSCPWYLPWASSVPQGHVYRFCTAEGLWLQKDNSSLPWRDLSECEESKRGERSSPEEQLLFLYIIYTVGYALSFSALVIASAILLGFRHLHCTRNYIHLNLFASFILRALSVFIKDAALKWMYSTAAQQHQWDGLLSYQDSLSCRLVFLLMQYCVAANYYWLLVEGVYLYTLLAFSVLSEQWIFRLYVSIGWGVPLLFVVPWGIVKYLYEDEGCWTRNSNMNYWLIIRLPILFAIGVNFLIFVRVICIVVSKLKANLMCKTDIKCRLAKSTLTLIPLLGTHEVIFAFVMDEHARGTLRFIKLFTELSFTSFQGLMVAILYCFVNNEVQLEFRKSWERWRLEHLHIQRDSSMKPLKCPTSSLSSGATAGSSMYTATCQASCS
GLP-1R inv ag: qHTS of GLP-1 Receptor Inverse Agonists (Inhibition Mode); Glucagon-like peptide 1 receptor (Homo sapiens), P43220; 410,000 tested, 1.6% active; Potency, µM (doses to about 38.3 µM), without a hit: at the top dose activity change, negative = inhibition, usual class: inhibitors; HEK293 GLP-1R CRE-luciferase, luminescence, 24 h; GLP-1R form is constitutively active; AID 624417, 2012; further: potency means the concentration at half of the fitted maximal effect; on the % scale 0 is the no-effect control and ±100 the full control effect; nearly all actives have a fitted effect of over 55% in size
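Using stably transfected HEK293 (constitutively active GLP-1R, cAMP-luciferase reporter), compounds were incubated 24 hr and luciferase measured by luminescence.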
D3 antag: qHTS of D3 Dopamine Receptor Antagonist: qHTS | D3R cells, DiscoveRx beta-arrestin luminescence, antagonist mode; hits give low values | max response, negative = inhibition, % | AID 652054, 2013 | 360,000 tested, 2.5% active; in the data active means max response below about -50%; inconclusive means no clear call, values can overlap the other calls; further: on the % scale 0 is the no-effect control and ±100 the full control effect; mostly tested at two doses, the higher about 12 µM
Target sequence (P35462 whole entry, looked up): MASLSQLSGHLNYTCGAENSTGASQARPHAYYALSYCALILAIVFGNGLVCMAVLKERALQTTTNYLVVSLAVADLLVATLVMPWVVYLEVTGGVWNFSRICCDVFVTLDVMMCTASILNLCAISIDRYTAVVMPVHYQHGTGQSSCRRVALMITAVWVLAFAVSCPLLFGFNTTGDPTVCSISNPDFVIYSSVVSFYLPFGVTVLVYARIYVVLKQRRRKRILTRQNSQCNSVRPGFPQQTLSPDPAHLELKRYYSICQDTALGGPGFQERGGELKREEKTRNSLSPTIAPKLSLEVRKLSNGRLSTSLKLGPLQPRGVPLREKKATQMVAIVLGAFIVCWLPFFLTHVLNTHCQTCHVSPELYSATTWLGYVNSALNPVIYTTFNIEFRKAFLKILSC
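Cells plated overnight at 1500 cells/well, then exposed to library compounds with dopamine controls for 90 minutes at 37 degrees C. DiscoveRx reagent added for 30–60 minutes at room temperature; luminescence read, quantitative HTS format.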
Abeta yeast res: qHTS for compounds that reverse cellular toxicity of Amyloid beta (A-beta) peptide in yeast: Primary Screen | 410,000 tested, 0.063% active | Potency, µM (series often up to 46.1 µM), for the others: at the top dose growth rescue, hits mostly activators | yeast expressing A-beta42, growth rescue, OD600, 48 h; response scale: 0% DMSO, 100% iron-clioquinol control; further: potency means the concentration at half of the fitted maximal effect; nearly all actives have a fitted effect of over 55% in size
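Growth rescue measured by 600 nm absorbance after 48 h yeast culture at 30 C with compound. Values normalized between DMSO and an equimolar ferric chloride plus clioquinol control.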
aSyn yeast inh: qHTS of alpha-syn Inhibitors; Yeast expressing alpha-synuclein, growth rescue, BacTiter-Glo, 24 h; Potency, µM (series often up to 46.1 µM), without a hit: at the highest dose growth rescue (activation), actives largely listed as activators; 370,000 tested, 0.14% active; AID 652106, 2013; further: potency means the concentration at half of the fitted maximal effect; % of control where 0% means no effect; nearly all actives have a fitted effect of over 65% in size
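Readout is rescue of growth in alpha-synuclein-expressing yeast, so inhibitors of toxicity appear as activators. Growth after 24 hr at 30 deg C in galactose medium is quantified by luminescence.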
FUS yeast rescue: qHTS for Suppressors of FUS Proteinopathy: Primary screen using FUS-linked yeast assay; S. cerevisiae FUS-expressing, growth rescue, OD600, 24 h; 390,000 tested, 0.24% active; Potency, µM (titrated, usually from 76.6 µM), inactives show top-dose growth rescue (activation), usual class: activators;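 further: potency means the concentration at half of the fitted maximal effect; plate controls were DMSO vehicle for no effect and reference control for full effect; nearly all actives have a fitted effect of over 55% in size; some results filed as inactive show a strong effect at the top dose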
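Compound concentration series was pinned onto galactose-induced FUS-expressing yeast seeded at OD 0.005. Plates sat 24hr at 30C; absorbance at 600 nm gave growth. DMSO served as background control.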
PTHR1 ag: qHTS for PTHR1 Agonists: Primary Screen. Potency, µM (doses to about 115 µM), for inactives: at the top dose activation, usual class: activators. Parathyroid hormone/parathyroid hormone-related peptide receptor (Homo sapiens), Q03431. AID 743266, 2014. 410,000 tested, 0.075% active. HEK293 GP2 PTHR1 cells, GloSensor cAMP luminescence, 1 h; further: potency means the concentration at half of the fitted maximal effect; nearly all actives have a fitted effect of over 55% in size; some results filed as inactive show a strong effect at the top dose; inactives centre near -15; many of its hits are not listed in these tables
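HEK-293-derived GP2 cells expressing PTHR1 and a GloSensor cAMP reporter, 3,000/well, plated overnight, given luciferin plus IBMX (each 0.5 mM as added) for 1 h at 37 °C, then compound for 1 h at 37 °C. Luminescence was read after 15 min at room temperature.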
Starred values were filed as active, the others as inactive; i = inactive; ? = inconclusive; . = not tested or not shown; [ ] = remark or other dose. Unless noted, the call rests on the fitted dose curve; in most records, active means well fitted curve in the direction sought with a large enough effect; inconclusive means small, poorly fitted or top-dose-only effect, or another doubt; inactive means no such curve, though single readings can be large; an effect the other way counts as inactive or inconclusive. A portion of the library; rates above refer to the full screens.

SMILES | PTHR1 ag | Abeta yeast res | GLP-1R inv ag | FUS yeast rescue | D3 antag | TDP43 rescue | Akt phos inh | aSyn yeast inh | GLP-1R agonist
CCOc1ccc2nc(SCC(=O)Nc3ncccn3)[nH]c2c1 | i | -7% | 13% | . | 3 | 12% | i | 4% | -2%
Cc1ccc(S(=O)(=O)Nc2ccc(N3CCOCC3)cc2)cc1 | i | -5% | 6% | -2% | 15 | -8% | i | 0% | -2%
CCCCN(CC)c1nc(-c2ccccc2F)nc2ccccc12 | -16% | -9% | 7% | 2% | . | 5% | . | . | .
Cc1ccc(NC(=O)CN(C)C(=O)C(C)OC(=O)CNC(=O)c2ccc(Cl)c([N+](=O)[O-])c2)cc1 (stereo unspecified) | i | 4% | 1% | 13% | -8 | 5% | i | 3% | 11%
COc1ccc(CCNC(=O)CCCOc2cc(=O)n(C)c3ccccc23)cc1OC | -6% | -9% | 65%[activator] | 13% | -2 | -24% | i | -3% | 13%
NC(=O)NCC(=O)N1CCN(S(=O)(=O)c2ccc(Cl)s2)CC1 | -25% | 9% | 1% | -18% | 2 | 19% | i | 5% | -4%
COC(=O)c1sccc1NC(=O)c1ccnn1C | -3% | -31% | 25% | 26% | 1 | 13% | i | -1% | -5%
O=C(N/N=C/c1ccccn1)C1CC1 | i | 4% | 4% | -14% | 0 | 0% | i | -16% | -8%
Fc1ccc(-n2c(-c3cccs3)nc3nc4ccccc4nc32)cc1 | -2% | -11% | ? | 6% | 17 | 0% | i | -9% | 8%
O=C(Cc1cccc(C(F)(F)F)c1)NCc1cccc(Cl)c1 | -13% | -40%[inhibitor] | 10µM* | -7% | 1 | 5% | i | 18% | 10%
Cc1nc(NCC2CCCO2)c2nnn(Cc3ccccc3)c2n1 (stereo unspecified) | i | -8% | 0% | -25% | -17 | -2% | i | 9% | 14%
O=C(Nc1ccc(S(=O)(=O)N(Cc2ccccc2)c2ccccc2)cc1)c1ccc(F)cc1 | -40%[inhibitor] | -16% | ? | 6% | . | 17% | . | . | .
O=C(O)c1cc(-c2ccco2)nn1-c1ccc(Cl)cc1 | 14% | -5% | -3%[0.307 µM] | ? | 4 | -15% | i | 2% | 1%
COc1ccc(CCNC(=O)c2cccnc2)cc1 | i | 6% | -3% | -22% | 9 | -12% | i | -5% | -6%
CC(NCC(O)COCc1cccs1)C1CC2CCC1C2 (stereo unspecified) | i | 13% | 9% | -4% | ? | 2% | i | 2% | 2%
CCOC(=O)c1ccccc1NC(=O)Cn1c(=O)n(Cc2nc(-c3ccccc3)no2)c(=O)c2ccccc21 | -47% | 3% | 2% | 6% | . | 3% | . | . | .
O=C(/C=C/c1cccnc1)c1ccc(NC(=O)c2cccc(Br)c2)cc1 | -27% | 7% | 6% | 6% | ? | -6% | i | 11% | -3%
COC(=O)c1ccc(COc2ccc(C#N)cc2)o1 | -14% | 11% | 25% | -14% | 16 | ? | i | 15% | 1%
COc1ccc(C=O)cc1OS(=O)(=O)c1ccc(NC(C)=O)cc1 | i | 7% | 18% | 12% | 0 | 10% | i | -4% | 10%
Cc1cc(S(=O)(=O)N(Cc2ccccc2Cl)c2ccc3c(c2)CCC3)ccc1-n1cnnn1 | i | 5% | -14% | . | 3 | 10% | i | 0% | -5%
C=CCn1c(CCSCc2ccccc2)n[nH]c1=S | -14% | ? | -26% | -16% | -25 | 21% | i | 5% | 9%
Cc1ccc(C)c(NS(=O)(=O)c2cc3c(cc2C)n(C)c(=O)c(=O)n3C)c1 | -8% | -8% | 9% | -8% | . | 14% | . | . | .
Cn1c(Cc2nc3ccccc3n2C)nc2ccccc21 | -23% | 12% | 3% | -18% | 5 | 0% | i | -10% | 8%
O=C(c1ccc2c(c1)N(Cc1ccccc1Cl)C(=O)c1ccccc1S2)N1CCCC1 | -8% | -16% | ? | ? | . | ? | . | . | .
COc1ccccc1CNC(=O)N1CCN(c2ccccc2C)CC1 | i | 24% | ? | 18% | -4 | ? | i | 4% | 11%
CCN(C(=O)COC(=O)c1cc(S(=O)(=O)Nc2c(C)n(C)n(-c3ccccc3)c2=O)ccc1Cl)C1CCCCC1 | -17% | 13% | ? | 37% | 5 | 0% | i | 1% | 7%
Fc1ccc(C(c2nnnn2Cc2cccs2)N2CCN(C3CCCC3)CC2)cc1 (stereo unspecified) | 23% | 12% | ? | ? | -14 | -28% | i | 1% | -2%
Cc1cc(-c2ccccc2)nc(N2CCC(C(=O)NC(C)C)CC2)n1 | i | -12% | 0% | 12% | -28 | -21% | i | -15% | -12%
CS(=O)(=O)c1ccc(Cl)c(NC(=O)COC(=O)c2ccc(F)cc2Cl)c1 | 14% | 2% | 21% | 17% | 5 | 3%[9.22 µM] | i | -4% | 15%
Cc1ccc(NC(=O)CSc2nnc(-c3cc4occc4n3C)n2-c2ccccc2C)c(Cl)c1 | -9% | -28% | 1% | 33% | . | 11% | . | . | .
COC(=O)/C(=C\Nc1ccc(Cl)cc1Cl)NC(=O)c1ccc(Cl)cc1Cl | -10%[57.5 µM] | 10% | -17% | 23% | 0 | -4% | . | 1% | -19%
CN=c1scc(-c2ccccc2F)n1/N=C/c1ccc[nH]1 | -93%[inhibitor] | -17% | -70% | 41% | -24 | 7% | i | -39%[inhibitor] | -10%
COCCN1C[C@@H](CO)O[C@@H](n2cnc3c(NC(C)C)ncnc32)C1 | -24% | -10% | 14% | -21% | 6 | 7% | i | -4% | 1%
CCOc1ccc(-c2nc(C#N)c(NCC3CCCO3)o2)cc1 (stereo unspecified) | -75%[inhibitor] | -15% | 6% | 29% | -4 | ? | . | . | 20%
CCN(CC)C(=O)CN(c1ccc(Cl)cc1)S(=O)(=O)c1ccccc1 | 5% | 15% | -41% | 18% | -25 | 7% | i | 16% | 1%
CCOC(=O)c1cc2c(=O)n3cccc(C)c3nc2n(CCCOC)c1=NC(=O)c1cccnc1 | -9% | 2% | 127%[activator] | 7% | 17 | 5% | i | 4% | 9%
Cn1cc(C(=O)Nc2ccc(Cl)cc2)c(C(F)(F)F)n1 | -4% | -18% | -25% | -19% | 10 | 9% | i | -2% | 5%
O=C1Nc2ccccc2C(=O)N2C[C@@H](O)C[C@H]12 | i | -6% | 16% | 0% | 10 | -5% | i | 3% | 16%
COc1ccc(-c2ccc(C(=O)Nc3ccc(OC)nc3)c3occc23)c(C)c1 | -88%[inhibitor] | -34%[inhibitor] | ? | ? | 9 | 35µM* | i | -19% | -6%
CCN(C[C@H]1N[C@@](CC)(C(=O)OC)[C@H]2C(=O)N(Cc3ccccc3)C(=O)[C@@H]12)C(=O)c1ccc(F)cc1 | i | 2% | 5% | -1% | 24 | 14% | i | 8% | 1%
O=C1c2cccc3cccc(c23)C(=O)N1Cc1ccccn1 | i | -2% | 17% | -11% | 0 | 0% | i | -8% | 8%
COCC(=O)Nc1ccc2c(c1)[C@@H]1C[C@H](CC(=O)NCc3cccc(F)c3)O[C@@H](CO)[C@@H]1O2 | -22% | -4% | 8% | -26% | -8 | 6% | i | -4% | 2%
N#CCSc1nc2scc(-c3cccs3)c2c(=O)n1CCc1ccccc1 | i | 2% | -24% | -5% | 15 | 3% | i | -1% | 0%
O=C(CNC(=O)c1ccccc1O)N/N=C/c1ccccn1 | 11% | -2% | 16% | 19% | ? | 0%[0.397 µM] | i | -3% | 4%
COc1ccc([C@H]2/C=C\CN(S(=O)(=O)c3ccc4ccccc4c3)[C@@H](C)C(=O)N2Cc2ccc(F)cc2)cc1 | 4% | -6% | ? | ? | -7 | -3% | i | -5% | -2%
Cc1c(C(N)=O)c(-c2ccccc2)nn1-c1ccccc1 | i | 4% | 1% | . | 1 | 24% | i | 1% | 0%
COc1ccc(Nc2nc(-c3cccnc3)cs2)c(OC)c1 | -28% | 2% | -36% | 25% | 9 | 23% | i | 0% | 4%
CS(=O)(=O)N(CC(=O)NCc1ccccc1Cl)c1cccc([N+](=O)[O-])c1 | -5% | 3% | -1% | -9% | 15 | -3% | i | 9% | 0%
COc1ccc(OC)c(NC(=O)c2ccc(-c3cccs3)cc2)c1 | i | -6% | ? | 18% | 20 | ? | i | 5% | 24%
Cc1ccc(C(c2nnnn2C(C)(C)C)N2CCC(C)CC2)cc1 (stereo unspecified) | 0%[57.5 µM] | 6% | ? | 24% | -52* | ? | i | -1% | 3%
COC(=O)[C@]1(Cc2ccccc2)N[C@H](c2ccc(-c3ccc(OC)cc3)cc2)[C@@H]2C(=O)N(C)C(=O)[C@@H]21 | -9% | 6% | 9% | -1% | -12 | ? | i | 3% | 3%
COC(=O)[C@]12CCCCC=C1N(Cc1ccco1)C(=O)[C@H](CC(=O)N1CCC(c3ccccc3)CC1)C2 | -10% | 1% | ? | 45% | 18 | 13µM* | i | 7% | -1%
Cc1cc2nc(NC(=O)C3(C)CCN3C(=O)C(C)C)[nH]c2cc1C (stereo unspecified) | -24% | -20% | 9% | -12% | -18 | 7% | i | -2% | -8%
Cc1nnc(NC(=O)CSc2ccc(-c3ccco3)nn2)s1 | 0% | -18% | 21% | 17% | 0 | 5% | i | -6% | 2%
NC(=O)COC(=O)/C=C/c1cccc(Br)c1 | i | -15% | 15% | 9% | 7 | ? | i | -2% | 0%
CCn1nc(C(=O)NNC(=O)c2ccccc2OCc2c(C)noc2C)c2ccccc2c1=O | 19% | 0% | 23% | 34% | -20 | -1% | i | 1% | 7%

Screening results from PubChem BioAssay.
